RGS7-Gao: regulators of human RGS7-Galphao interaction; Multiplexed bead flow cytometry, RGS7-Galphao binding; actives lie on both sides; binding response (% of control), % at 10 µM; 220,000 tested, 0.35% active; AID 1439; in the data active means binding response below about 49% or above about 150%; inconclusive means no clear call, values can overlap the other calls; inactive means in between;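 further: fluorescent Galphao held in activated GDP-AlF4 state binding bead-coupled RGS7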
Target sequence (P09471 whole entry, looked up): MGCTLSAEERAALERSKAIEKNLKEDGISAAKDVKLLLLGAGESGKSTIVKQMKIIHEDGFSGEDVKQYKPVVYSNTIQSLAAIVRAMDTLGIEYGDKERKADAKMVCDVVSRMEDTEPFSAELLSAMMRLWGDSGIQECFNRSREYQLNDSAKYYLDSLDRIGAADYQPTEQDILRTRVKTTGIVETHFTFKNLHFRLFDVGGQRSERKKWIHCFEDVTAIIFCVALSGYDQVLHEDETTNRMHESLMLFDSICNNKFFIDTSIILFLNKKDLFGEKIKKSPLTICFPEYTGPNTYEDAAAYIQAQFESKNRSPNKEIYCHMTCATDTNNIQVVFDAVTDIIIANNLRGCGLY
Bim-Bcl-W: human Bim-Bcl-W interaction inhibition. Q92843. bead-based flow cytometry, Bim peptide-Bcl-W binding. inhibition, % at 10 µM. 190,000 tested, 0.02% active. AID 952;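 further: 0% = bound tracer without compound and 100% = peptide blocker; higher means less fluorescent Bim peptide bound to Bcl-W beads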
Bim-Bcl-2: disrupts Bim peptide binding to human Bcl-2 | Bead-based flow cytometry, Bim peptide-Bcl-2 binding | inhibition, % at 10 µM | 190,000 tested, 0.06% active | AID 950; in the data active means inhibition above about 40%; inconclusive means no clear call, values can overlap the other calls;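 further: 0% = no compound wells with probe peptide and 100% = reference peptide inhibitor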
Target sequence (P10415 whole entry, looked up): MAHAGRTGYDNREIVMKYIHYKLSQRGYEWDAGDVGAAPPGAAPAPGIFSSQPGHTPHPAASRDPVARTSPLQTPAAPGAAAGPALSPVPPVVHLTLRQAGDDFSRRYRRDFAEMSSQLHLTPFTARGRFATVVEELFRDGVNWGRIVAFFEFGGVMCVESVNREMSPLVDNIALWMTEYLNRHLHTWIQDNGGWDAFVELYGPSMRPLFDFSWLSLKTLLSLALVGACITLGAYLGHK
ABCB1 inh: human ABCB1 inhibition, ABCG2 as counter-screen. P08183. inhibition, % at 6.6 µM. 190,000 tested, 0.067% active. CCRF-Adr cells, JC-1 efflux, flow cytometry. AID 1326; in the data active means inhibition above about 40%;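 further: 0% = vehicle and 100% = reference inhibitor; higher value means more JC-1 retained so stronger ABCB1 efflux block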
Bim-Bcl-XL: disrupts Bim peptide binding to human Bcl-XL; inhibition, % at 10 µM; bead flow cytometry, fluorescence; Q07817; 190,000 tested, 0.04% active
Bim-Bcl-B: human Bim-Bcl-B interaction inhibition; AID 951; inhibition, % at 10 µM; Q9HD36; bead-based flow cytometry, Bim peptide-Bcl-B binding; 190,000 tested, 0.073% active;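 further: 0% = tracer peptide without compound and 100% = reference inhibitor peptide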
Target sequence (Q9HD36 whole entry, looked up): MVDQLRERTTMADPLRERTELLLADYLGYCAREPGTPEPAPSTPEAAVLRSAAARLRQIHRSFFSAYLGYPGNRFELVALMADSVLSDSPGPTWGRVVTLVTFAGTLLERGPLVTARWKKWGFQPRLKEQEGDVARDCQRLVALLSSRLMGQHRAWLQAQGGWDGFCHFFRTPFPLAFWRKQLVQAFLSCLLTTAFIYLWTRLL
RGS8-Gao: modulates binding of RGS8 to human Galphao; P09471; multiplexed bead flow cytometry; actives lie on both sides; response (percent of control binding), % at 10 µM; 220,000 tested, 0.34% active; AID 1423; in the data active means response below about 60% or above about 140%; inactive means in between;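 further: Galphao activated as the GDP aluminium fluoride complex binding bead-coupled RGS8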
RGS4-Gao reg: human RGS4-Galphao interaction regulation | P09471 | Multiplexed bead flow cytometry, RGS4-Galphao binding; actives lie on both sides | binding response (% of control), % at 10 µM | 220,000 tested, 0.33% active; in the data active means binding response below about 49% or above about 150%; inactive means in between;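 further: fluorescent Galphao activated with aluminum fluoride binding bead-coupled RGS4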
ABCG2 block: blocks JC-1 efflux by human ABCG2 transporter; 190,000 tested, 0.1% active; IgMXP3 cells, flow cytometry; inhibition, % at 6.6 µM; Q9UNQ0;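 active means inhibition above 80%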;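 further: 0% = DMSO and 100% = nicardipine control wells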
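Incubation: cells with compound and JC-1, 10 min at 25 °C, rotating, no wash / Test system: IgMXP3 (ABCG2) plus far-red-tagged CCRF-Adr (ABCB1) cells / Compound dosing: one concentration, 6.6 µM final / Also added: JC-1 fluorescent substrate / Evaluation: efflux inhibition in percent versus controls / Detection: flow cytometry, 530 nm JC-1 signal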
GSH bead fluor: compound fluoresces at 488/530 nm on GSH beads | GSH beads flow cytometry, compound fluorescence 488/530 nm; stronger effect = higher value | fluorescence (KMESF) at 10 µM | 190,000 tested, 0.25% active | AID 1776; in the data active means fluorescence above about 89;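 further: glutathione beads carrying GST-tagged Bcl family fusion proteins plus one bare bead set; values are compound well signal with DMSO vehicle wells as background; inactives centre near 16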
Bfl-1 Bim block: disrupts Bim binding to human Bfl-1 | Q16548 | Bead-based flow cytometry, Bim-Bfl-1 binding inhibition | inhibition, % at 10 µM | 190,000 tested, 0.12% active | AID 1008;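 further: 0% = wells without compound plus tracer and 100% = blocker peptide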
Starred values were filed as active, the others as inactive; ? = inconclusive; & = joins results of further samples. Unless noted, no stated cut-off is given here; in the data, active means inhibition above about 40%. This is a random part of the collection; any-hit rate near 1.1%.

Each structure is followed by: ABCG2 block	RGS4-Gao reg	RGS7-Gao	GSH bead fluor	Bim-Bcl-2	Bim-Bcl-XL	Bfl-1 Bim block	ABCB1 inh	Bim-Bcl-B	RGS8-Gao	Bim-Bcl-W
> O=C(O)C1OC(C(=O)O)C2C1C(F)(F)C2(F)F (configuration not stated)
  -3	104	103	13	-10	-5	-10	0.1	-8	103	0
> COc1cccc(NC(=O)CC2C(=O)NC3CCCCC3N2C(=O)c2ccc(F)cc2)c1 (configuration not stated)
  2	101	103	11	-8	-2	-11	0.4	-8	102	2
> C[n+]1ccccc1/C=N/O
  -1&6	101&105	100&104	21&19	0&3	0&1	0&4	0.1&1.0	2&-8	103&105	1&7
> COc1ccc(N2CC(NC(=O)NCCC(C)C)CC2=O)cc1 (configuration not stated)
  27	100	102	14	-10	-8	-11	-0.5	-9	100	-7
> Cc1cc(NC(=O)CSc2ccc(-c3cccc([N+](=O)[O-])c3)nn2)no1
  13	100	100	9	0	-2	-10	1.4	-6	102	-2
> CCCn1nc2cc(C(=O)NC3CCc4ccccc43)ccc2c1OCC (configuration not stated)
  7	102	100	50	-5	-23	-7	0.6	-6	99	1
> NC(=O)c1cc2ccccc2o/c1=N\NC(=O)c1ccco1
  49	104	102	10	-7	0	-11	1.0	-2	102	0
> O=C(O)c1cccnc1Cl
  3	98	98	19	-2	-7	-11	0.4	-7	100	-5
> C/C(N)=C(/C#N)C(=O)COC(=O)CNS(=O)(=O)c1ccc(C)cc1
  4	99	?	14	-4	-1	-7	10	0	100	0
> N#Cc1ccccc1NC(=O)COC(=O)CSc1nc2ccccc2o1
  2	104	107	18	-9	-2	-11	0.2	-8	105	2
> COc1ccc(C(=O)NCC(=O)OCn2nnc3ccccc3c2=O)cc1OC
  1	94	95	8	-3	1	-5	-0.3	-1	97	-2
> Cc1ccc2c(c1)CCCN2C(=O)NC1CCCCC1
  8	99	102	14	-2	-4	2	5.7	0	100	0
> O=C(O)CCN=C1CCc2ccccc2N1
  0	101	101	10	-8	-6	-12	0.0	-7	103	1
> CCCC(=O)N/N=C1\CS(=O)(=O)N(C)c2ccsc21
  7	102	100	27	-4	-2	-7	0.2	0	104	0
> COc1ccc(C(CC(=O)O)NC(=O)c2ccco2)cc1 (configuration not stated)
  0	110	106	11	-3	0	0	0.2	-2	105	2
> O=C1CC(c2ccccc2)=NN1c1nc(-c2ccccc2)cs1
  -5	100	?	14	-3	0	-7	-1.1	-3	101	1
> CNC(=O)CN1C(=O)NC2(CCc3ccccc32)C1=O (configuration not stated)
  1	91	92	5	-1	-3	-5	0.2	-2	95	1
> COc1ccc(-c2csc(CCN3N=C(C)CC3=O)n2)cc1
  19	100	100	12	-3	1	-2	0.0	1	99	-3
> Cc1ccc(Cn2nc(C)c(/C=N/NC(=O)c3cccnc3)c2C)cc1
  22	101	105	13	1	1	-2	17	-2	102	0
> CCN1C(=O)c2ccc(C(=O)NCc3ccc4c(c3)OCO4)cc2C1=O
  1	106	102	19	0	-4	-1	-0.4	-2	101	0
> CCC(c1nnnn1Cc1ccc(F)cc1)N1CCN(C)CC1 (configuration not stated)
  2	103	107	23	-2	-4	-1	0.0	-9	100	0
> O=C(CSc1nc2ccccc2s1)N1CCCCC1
  5	99	101	32	-6	-5	-7	1.0	-6	99	0
> O=C(Nc1ccc(Nc2ccccc2)cc1)C(Cl)Cl
  13	101	104	15	0	-7	3	0.6	-10	101	-3
> CNc1cnn(-c2ccc(C)cc2)c(=O)c1Cl
  0	101	98	11	6	2	3	0.1	9	103	4
> COCCN1CN=C(Nc2nc3ccccc3s2)NC1
  4	99	98	15	-5	-4	1	0.5	-3	101	-1
> COc1ccccc1-c1nnc(SCc2ccccn2)n1C
  1	96	99	45	4	6	3	0.2	4	91	4
> CCCCCCCCCCCCC(=O)CCCCC(=O)O
  0	103	103	19	-7	-5	-10	-0.1	-2	98	-6
> O=[N+]([O-])c1ccc2nc(-[n+]3c(-c4ccccc4)cc(-c4ccccc4)cc3-c3ccccc3)[nH]c2c1
  -5	101	99	8	-8	-2	-8	-0.8	-6	99	-2
> CC(C)OCCCNC(=O)c1ccc(N(C)S(C)(=O)=O)cc1
  27	104	102	27	-16	-11	-25	1.4	-15	101	-7
> CCC(C)NC(=O)c1ccc(NC(=O)C2CCCO2)cc1 (configuration not stated)
  1	100	99	11	-6	-2	-8	0.2	-5	101	4
> N#Cc1cc2sc3nnc(-c4ccncc4)n3c2cc1C#N
  5	99	97	35	-13	0	-12	0.3	-6	100	0
> CC(OC(=O)c1cccc(S(=O)(=O)Nc2ccccc2F)c1)C(=O)NCc1ccc2c(c1)OCO2 (configuration not stated)
  1	102	102	10	-9	-4	-6	0.7	0	102	-1
> COC(=O)c1ccc(NS(=O)(=O)c2ccc(SC)cc2)cc1
  0	100	101	12	-1	0	-1	-0.1	-1	101	-3
> O=C(NNc1ccccc1Br)C(=O)n1ccc2ccccc21
  6	103	104	7	-2	-3	0	0.5	-1	104	-1
> CC1CN(S(=O)(=O)N2CCOCC2)CCN1S(=O)(=O)N1CCOCC1 (configuration not stated)
  -3	104	?	12	-1	-3	2	-0.2	0	103	-3
> Cc1cc(C)c2oc(-c3ccc(C)c(NC(=S)NC(=O)c4cccs4)c3)nc2c1
  2	98	102	35	1	-3	0	0.3	1	99	-3
> O=C(Nc1ccc(F)cc1)Nc1ccc(N2CCOCC2)c2nonc12
  0	94	99	20	-2	-2	2	-0.1	0	95	-4
> O=C(COc1ccccc1/C=C1\SC(=O)NC1=O)Nc1ccc(F)cc1
  21	101	103	9	2	0	-1	0.0	0	99	4
> CCn1c2ccc(F)cc2c2nnc(NN)nc21
  13	111	107	12	-5	-2	-6	0.7	-3	117	-1
> CN(C)c1ccc([N+](=O)[O-])cc1C(=O)O
  4	101	101	20	-10	-9	-10	0.5	-4	102	-7
> COc1cccc(/C=N/NC(=O)CC2C(=O)NN=C2C)c1OC (configuration not stated)
  1	95	94	12	-1	1	0	0.4	1	95	0
> Cc1cccc(-n2cc(-c3ccccc3)c3c(NN4CCOCC4)ncnc32)c1
  -1	93	93	10	-1	-1	-6	0.1	0	99	0
> Cc1ccc(/C=C/C(=O)Nc2nnc(SCc3ccc(C#N)cc3)s2)o1
  -9	103	104	10	-3	-6	2	-3.6	-12	100	-6
> Cc1ccc2nc(N/N=C/c3ccccc3F)nc(-c3ccccc3)c2c1
  0	102	101	11	-6	-6	-8	0.0	-7	102	-2
> Cc1ccc(/C=c2/sc3n(c2=O)CCCN=3)o1
  7	85	84	51	10	5	12	0.9	1	97	6
> COc1cccc(NC(C(=O)Nc2cccc(C(C)=O)c2)c2ccccc2)c1 (configuration not stated)
  6	102	104	6	0	-4	0	0.4	-6	104	-2
> COc1ccc(N2CCN(CC(=O)Nc3ccccc3SC)CC2)cc1
  0	103	100	19	1	0	1	-0.1	1	108	2
> O=c1[nH]c2cc3c(cc2cc1CN(Cc1cccs1)Cc1nnnn1Cc1ccco1)OCCO3
  5	96	92	18	4	0	2	1.1	-4	91	7
> Cc1noc(C)c1CSc1nc2ccccc2c(=O)n1-c1ccc(Cl)cc1
  4	91	86	10	-9	-3	-8	3.4	-10	91	0
> CCCCCC(=O)NC(=S)NNC(=O)c1ccc([N+](=O)[O-])cc1
  2	100	103	13	-5	-3	-4	-0.1	-7	102	-1

(list continues)
Each structure is followed by: ABCG2 block	RGS4-Gao reg	RGS7-Gao	GSH bead fluor	Bim-Bcl-2	Bim-Bcl-XL	Bfl-1 Bim block	ABCB1 inh	Bim-Bcl-B	RGS8-Gao	Bim-Bcl-W
> FC(F)(F)c1cc(-c2cccs2)nc(-n2cc(Cl)cn2)n1
  37	101	101	34	-6	-3	-11	0.2	-5	101	0
> O=C(N/N=C/C1CCCCC1)c1ccccn1
  1	102	104	20	0	-2	-3	0.1	-2	102	-2
> CC(C)(C)c1ccc(O)c(N)c1
  0	94	106	16	3	1	9	0.2	-2	98	1
> CCOC(=O)Cn1nc(/C=C/c2ccc(C(C)C)cc2)ccc1=O
  2	104	103	20	0	-3	1	0.3	0	102	1
> CCOC(=O)C1(Cc2ccccc2)CCCN(CCO)C1 (configuration not stated)
  0	104	101	13	-11	-5	-6	0.1	-8	102	-4
> CCCc1nnc(SCc2ccc(OCC)cc2)n1N
  1	101	100	10	-2	-2	-2	0.3	-2	102	-3
> O=C(c1ccccc1Sc1c(Cl)cccc1[N+](=O)[O-])N1CCOCC1
  4	101	96	12	-2	-9	1	-0.4	-8	104	-4
> N=C(N)N=Nc1c(O)[nH]c2ccc(Br)cc12
  0	99	101	6	0	7	-2	-0.4	8	98	8
> COc1cccc(/C=N\NC(=O)c2cc(OCC(F)(F)F)ccc2OCC(F)(F)F)c1
  2	103	102	21	-2	-2	-1	0.2	-3	105	-1
> CCCOc1ccc(/C=N/Nc2ccccc2[N+](=O)[O-])c(OCCC)c1
  2	99	94	8	11	-1	5	0.4	6	99	0

Source: PubChem BioAssay
